# PfHsp40 rescue – compounds rescuing yeast from Plasmodium falciparum HSP40 toxicity. hit rate 0.68% among 340,000. growth rescue, % at 12.5 µM. S. cerevisiae expressing PfHsp40, growth rescue, ATP luminescence. AID 504582; in the data active = growth rescue above about 28%, passing the limit was not always enough;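 note: yeast W303a lacking pdr1 and pdr3 grown in galactose medium; growth measured after three days at 30 °C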
# Y pestis TopoI – Y. pestis Topo-I inhibition via cleavage products. Y. pestis Topo-I cleavage product accumulation, plate reader. activity, % at 10 µM. hit rate 0.064% among 360,000. AID 504884; in the data active = activity above about 50%, passing the limit was not always enough; note: inactives centre near 2
# UGM FP inh – inhibitors of M. tuberculosis UDP-galactopyranose mutase | inhibition, % at 10 µM | purified UGM, fluorescence polarization probe displacement | P9WIQ1 | hit rate 0.06% among 320,000; in the data active = inhibition above about 10%, passing the limit was not always enough
# Target sequence (P9WIQ1 whole entry, looked up): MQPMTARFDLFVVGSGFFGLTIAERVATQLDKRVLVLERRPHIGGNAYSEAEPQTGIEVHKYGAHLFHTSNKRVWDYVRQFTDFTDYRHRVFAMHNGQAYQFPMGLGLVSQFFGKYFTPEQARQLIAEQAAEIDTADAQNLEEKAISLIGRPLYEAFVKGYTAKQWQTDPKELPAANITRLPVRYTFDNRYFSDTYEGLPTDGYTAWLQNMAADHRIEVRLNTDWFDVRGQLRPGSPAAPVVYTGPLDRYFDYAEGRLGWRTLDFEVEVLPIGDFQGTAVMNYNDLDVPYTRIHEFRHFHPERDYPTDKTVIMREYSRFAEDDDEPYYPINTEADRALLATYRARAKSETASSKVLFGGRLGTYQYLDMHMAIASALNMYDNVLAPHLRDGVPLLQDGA
# Mtb BioA inh – blocks M. tuberculosis BioA enzyme activity | purified M. tuberculosis BioA enzyme, plate reader | inhibition, % at 9.99 µM | hit rate 0.096% among 360,000 | AID 602481; in the data active = inhibition above about 40%
# Mtb FBA inh – Mtb fructose-bisphosphate aldolase inhibition | P9WQA3 | purified M. tuberculosis FBA, fluorescence read-out | inhibition, % at 1 µM | hit rate 2.3% among 360,000 | AID 588726; in the data active = inhibition above about 27%;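 note: 0% = vehicle and 100% = reference inhibitor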
# Target sequence (P9WQA3 whole entry, looked up): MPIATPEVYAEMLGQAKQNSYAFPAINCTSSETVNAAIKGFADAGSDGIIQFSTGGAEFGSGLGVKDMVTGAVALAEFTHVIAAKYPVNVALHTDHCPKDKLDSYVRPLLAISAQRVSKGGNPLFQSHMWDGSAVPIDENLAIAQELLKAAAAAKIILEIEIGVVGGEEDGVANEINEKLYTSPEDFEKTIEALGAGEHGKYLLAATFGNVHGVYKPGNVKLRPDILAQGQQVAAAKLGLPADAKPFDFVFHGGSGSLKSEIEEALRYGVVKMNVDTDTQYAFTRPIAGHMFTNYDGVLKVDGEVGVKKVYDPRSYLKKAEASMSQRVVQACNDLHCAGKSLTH
# FadD28 binding – blocks FadD28 binding to the bisubstrate probe | fluorescence polarization | inhibition, % at 12.5 µM | hit rate 0.22% among 360,000; in the data active = inhibition above about 8.5%, passing the limit was not always enough
# GDH-TPI inh – inhibits GDH-TPI coupling enzymes, artifact for Mtb FBA screen; GDH-TPI coupled enzyme counterscreen, NADH absorbance; inhibition, % at 4.8 µM; hit rate 1.2% among 360,000; AID 588335; in the data active = inhibition above about 30%;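 note: 0% = DMSO wells and 100% = wells lacking the enzyme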
# Vc quorum ag – inducers of Vibrio cholerae quorum light production without autoinducers. activation, % at 18.7 µM. V. cholerae BH1578 lux reporter, luminescence, 6 h. hit rate 0.16% among 350,000; in the data active = activation mostly above about 9.7%, no sharp cut-off; note: not every result past the cut was called active; inactives centre near 0; reference of the scale not given here
# TcdB inh – blocks C. difficile toxin B glycohydrolase activity; P18177; TcdB glycohydrolase enzymatic assay, plate reader; inhibition, % at 9.99 µM; hit rate 0.24% among 350,000; AID 652162; in the data active = inhibition above about 10%
# Active calls of the source: *; i = inactive; . = not tested or not shown.
SMILES,PfHsp40 rescue,Y pestis TopoI,UGM FP inh,Mtb BioA inh,Mtb FBA inh,FadD28 binding,GDH-TPI inh,Vc quorum ag,TcdB inh
Cc1c(NC(=O)c2cccs2)cccc1-c1nc2ccccc2s1,3.1,15.2,-0.7,.,-1.6,-0.1,15.0,-0.4,.
Cc1ccc(S(=O)(=O)Oc2ccc(/C=C(/NC(=O)c3ccccc3)C(=O)NCCCC(=O)O)cc2)cc1,-0.1,6.7,-0.6,.,-2.6,-1.1,-3.2,-0.3,0.4
Cc1ccc(C(=O)C2=C(O)C(=O)N(Cc3cccnc3)C2c2cccc([N+](=O)[O-])c2)o1 (centres undefined),-0.6,1.6,0.8,1.4,0.6,-23.9,18.3,.,0.7
CNc1nc(N)c([N+](=O)[O-])c(NCc2ccccc2)n1,-0.2,1.3,1.9,-1.4,-1.8,-5.4,42.0*,-0.2,-0.1
Cc1ccc(Cn2ccc(NC(=O)c3cc(-c4cccc(Cl)c4)on3)n2)cc1,-0.9,2.3,-1.8,1.1,0.6,-1.4,7.8,-0.2,-0.2
CCOc1ccc(N2C(=O)Nc3ccccc3C2(O)C(=O)N2CCN(c3ccccn3)CC2)cc1 (centres undefined),1.1,-1.4,4.0,-2.5,6.2,0.6,0.6,i,2.6
COC(=O)C1=C(C)NC(C)=C(C(=O)OCC2CCCO2)C1c1cccc(Br)c1 (centres undefined),-1.6,4.0,2.5,0.9,8.6,-4.6,-1.0,-0.3,1.0
Cc1ccc(S(=O)(=O)NC(=NC(C)C)c2ccccc2)cc1,-0.5,4.4,-4.2,-0.2,-0.4,0.3,-2.8,-0.9,1.4
CCCN1CCC(N2CCN(c3cccc(C(F)(F)F)c3)CC2)CC1,0.3,-5.1,-0.4,-1.3,5.1,2.1,0.4,-5.6,.
COc1cc(C)c(C)cc1S(=O)(=O)N1CCN(Cc2ccccc2)CC1,0.7,22.5,0.8,.,3.3,-4.5,9.0,i,.
O=C(Nc1cc(F)ccc1F)c1ccc(-n2cncn2)c([N+](=O)[O-])c1,-0.2,-4.8,.,0.8,4.2,-0.3,2.8,i,0.0
CSc1nc(Cl)c(Cc2ccc(OC(C)C)cc2)c(N2CCOCC2)n1,-0.3,3.7,-1.2,-0.4,-5.7,-6.8,-7.0,-1.4,.
COc1cccc(N2CC(NS(=O)(=O)c3ccc4ccccc4c3)CC2=O)c1 (centres undefined),0.0,29.3,0.8,5.2,-0.7,-4.2,7.4,-0.3,2.1
COc1ccccc1N1CC(C)C(=O)NC1=S (centres undefined),-0.9,-4.5,0.0,-3.0,0.1,-2.9,10.3,-0.6,1.1
COC(=O)CN(Cc1ccco1)S(=O)(=O)c1ccccc1,1.4,3.4,5.7,-8.2,-5.5,-0.1,-7.5,-8.3,.
CCCCn1cnc2c(SCc3ccccc3Cl)nc(N)nc21,8.6,25.2,.,-0.4,-5.2,-5.6,3.5,i,1.2
CC(C)=CCCC1=CCC(/C=N/NC(N)=O)C(C)C1 (centres undefined),-1.4,12.4,-2.4,-0.1,2.3,-1.8,8.5,0.0,-2.1
CC1(C(=O)NCCc2c[nH]c3ccccc23)CCN1Cc1ccccc1OC(F)F (centres undefined),.,12.8,.,-0.8,-0.7,-3.4,-5.8,-0.2,1.3
CN1CCN(c2nc(-c3cccnc3)nc3scc(-c4ccccc4)c23)CC1,0.9,8.1,1.0,1.8,3.3,-7.7,29.3,-0.2,-0.3
O=C1C(=O)c2ccccc2C(O)=C1CC=C(Cl)Cl,4.8,-8.1,.,.,-5.6,-0.1,0.9,-5.6,0.5
COc1ccc(C2CC(=O)C=C(NCc3ccccc3)C2)cc1 (centres undefined),0.2,0.4,-0.6,.,2.5,-4.1,-1.6,-0.6,2.5
CC(C)CC(=O)Nc1ccnn1C1CCN(C(=O)c2ccccc2F)CC1,-1.0,8.7,-2.1,0.0,-0.9,3.0,-1.0,i,0.7
Cc1cc2oc3ccc(NCCCN4CCOCC4)cc3c(=O)c2cc1C,1.4,-8.1,1.7,-3.5,-1.3,0.1,10.0,i,0.2
CCCS(=O)(=O)N1CCCC(C(=O)N2CCC(Cc3ccccc3)CC2)C1 (centres undefined),0.9,35.0,-1.1,2.7,-0.7,-3.7,-10.7,.,.
C[C@@H](C(=O)O)[C@@H]1C[C@@]1(C)[C@@H](NC(=O)OCc1ccccc1)c1ccccc1,0.7,5.8,-4.7,-1.8,-2.9,-2.7,-4.5,i,0.2
COC(=O)C1=C(C)N(Cc2ccccc2)C(=NCCc2c[nH]c3ccccc23)N[C@H]1c1ccccc1,0.4,-18.7,0.1,-0.8,-2.4,-7.1,-0.5,-2.1,.
N#Cc1ccc(OCC(=O)Nc2ccncc2)cc1,0.0,-3.3,0.4,-4.0,-0.8,-0.5,-8.1,-0.5,0.4
S=c1[nH]nc(-c2ccc(Cl)cc2)n1/N=C/C=C/c1ccco1,-1.4,0.5,-3.3,1.3,-4.1,0.4,17.2,-0.5,0.0
O=C(c1ccco1)N1CCN(C(c2coc3ccc(Cl)cc3c2=O)c2nnnn2C2CCCC2)CC1 (centres undefined),-0.5,-4.8,3.2,-0.3,-1.5,-3.1,-10.5,-4.2,.
Cc1ccc(C2(C)NC(=O)N(CC(=O)c3ccc(Cl)s3)C2=O)cc1 (centres undefined),1.4,-6.4,2.7,.,-1.9,-4.6,1.4,-0.3,.
C=C1CC(COc2cc(=O)oc3ccccc23)(c2ccccc2)OC1=O (centres undefined),-0.5,7.2,.,.,-4.1,-3.3,-1.4,i,-1.1
COc1ccc(C2=NN(C(=O)c3cccnc3)C(c3ccccc3)C2)cc1 (centres undefined),0.7,5.7,1.7,.,-3.6,-2.9,3.8,3.4,1.1
COc1ccc(NS(=O)(=O)c2cc(C(=O)N3CCN(C/C=C/c4ccccc4)CC3)ccc2C)cc1,0.7,30.2,-0.7,1.0,-2.0,1.2,-5.8,i,2.3
c1ccc(CCn2nnnc2C(c2cccs2)N2CCOCC2)cc1 (centres undefined),11.9,3.7,-1.5,-1.2,3.2,-1.3,1.8,i,.
COc1ccc([C@H]2CC(=O)C=C(c3cc(C=O)ccc3OC)C2)cc1,-1.3,13.5,0.7,2.5,4.4,-4.4,12.6,i,-0.7
CN(Cc1cnccn1)Cc1nc(Cc2ccccc2F)no1,-1.8,1.1,-3.5,-2.3,1.3,-1.8,-3.8,-0.6,-0.8
CN(NS(=O)(=O)c1ccc([N+](=O)[O-])cc1)c1ccccc1,.,-5.1,.,0.3,-5.9,-2.1,-3.9,i,-0.9
O=C(O)CN1C(=O)NC2(CCc3ccccc32)C1=O (centres undefined),-1.2,7.5,1.2,-0.4,-3.0,0.1,-4.7,-3.1,0.5
O=C(O)Cn1c(COc2ccc(Cl)cc2)nc2ccccc21,-1.8,-1.7,0.0,-0.3,2.0,-1.3,0.0,i,-0.9
Cc1ccc(N2CCN(C(=O)N3CCCC3)CC2)cc1Cl,0.2,14.3,-3.2,.,-1.7,-3.9,10.4,1.2,.
COc1cc(NC(=O)COC(=O)[C@@H]2CCCN2S(=O)(=O)c2ccc(Cl)cc2)cc(OC)c1OC,-1.2,0.8,0.7,.,5.7,-0.8,8.1,i,.
N#C/C(=C(/O)CN1C(=O)c2ccccc2C1=O)c1nc2ccccc2[nH]1,-0.8,6.1,1.6,0.9,-6.1,-5.1,11.9,i,.
CCN(CC(=O)Nc1ccccc1C(F)(F)F)C(=O)c1oc2c(Cl)cccc2c1C,0.0,4.9,-2.6,-0.2,-1.9,-2.5,-12.2,4.2,2.0
COc1cccc(C(=O)Nc2ccccc2)c1,-1.2,-3.4,-0.3,.,-0.6,-1.7,-4.1,-0.3,.
O=C(CSc1nc2scc(-c3ccco3)c2c(=O)n1-c1ccccc1)NCC1CCCO1 (centres undefined),0.0,-9.6,-1.8,-1.6,-0.9,-1.7,10.0,.,.
COc1cc(CNCCNC(=O)c2nonc2N)ccc1OCc1ccc(Cl)cc1,-2.2,-13.7,-1.8,.,3.4,-9.0,-4.0,-2.1,1.1
Cc1nc2nc(SCC(=O)NCCCN3CCCC(C)C3)nn2c(C)c1Cc1ccccc1Cl (centres undefined),-0.9,7.7,2.7,16.0,0.8,-3.6,-0.4,0.6,0.0
CN(C(=O)Cn1nc(C(=O)O)c2ccccc2c1=O)c1ccccc1,-1.0,5.0,0.4,-1.7,-0.7,-5.1,9.7,-0.4,0.2

# 4 compounds from above, ordered by number of heavy atoms, lowest first:
SMILES,PfHsp40 rescue,Y pestis TopoI,UGM FP inh,Mtb BioA inh,Mtb FBA inh,FadD28 binding,GDH-TPI inh,Vc quorum ag,TcdB inh
COc1cccc(C(=O)Nc2ccccc2)c1,-1.2,-3.4,-0.3,.,-0.6,-1.7,-4.1,-0.3,.
O=C(O)CN1C(=O)NC2(CCc3ccccc32)C1=O (centres undefined),-1.2,7.5,1.2,-0.4,-3.0,0.1,-4.7,-3.1,0.5
O=C(CSc1nc2scc(-c3ccco3)c2c(=O)n1-c1ccccc1)NCC1CCCO1 (centres undefined),0.0,-9.6,-1.8,-1.6,-0.9,-1.7,10.0,.,.
Cc1nc2nc(SCC(=O)NCCCN3CCCC(C)C3)nn2c(C)c1Cc1ccccc1Cl (centres undefined),-0.9,7.7,2.7,16.0,0.8,-3.6,-0.4,0.6,0.0

# Continued.
SMILES,PfHsp40 rescue,Y pestis TopoI,UGM FP inh,Mtb BioA inh,Mtb FBA inh,FadD28 binding,GDH-TPI inh,Vc quorum ag,TcdB inh
O=C(Nc1ccc(S(=O)(=O)N2CCCCCC2)cc1)c1c(F)cccc1F,-0.6,-3.6,5.9,2.1,4.7,-6.6,14.4,-3.9,0.5
O=C(NC(=S)NCCc1ccccn1)c1ccccc1,0.8,9.0,4.6,.,0.6,0.5,-2.2,i,1.8
O=C1CC(=C(c2ccccc2)c2ccccc2)C(=O)N1CCCCN1CCN(c2ccccc2)CC1,-0.6,15.1,4.4,-1.8,-0.4,-5.2,8.6,i,.
O=C1C=C(c2ccc(F)cc2OCc2ccccc2)C[C@@H](c2ccc(F)cc2)C1,0.4,-0.5,-1.2,-0.8,2.6,-0.4,13.9,i,1.2
CCOC(=O)c1c(N)sc(C(=O)N(C)C)c1C,-1.5,-2.5,0.5,-0.6,8.0,1.8,-1.4,i,.
N#CC1(c2ccccc2)CCC(=NO)CC1 (centres undefined),-0.5,-6.2,0.2,0.1,2.5,0.6,3.9,-0.8,.
CC(=O)C[C@H]1c2ccccc2S(=O)(=O)N1C1CCCCC1,-1.2,1.5,3.4,-1.0,2.5,-0.3,1.7,i,14.4*
O=[N+]([O-])c1cc(Br)cc(C=Nc2ccc3c(c2)OCO3)c1O,-0.3,-6.7,-4.4,-1.9,-2.9,1.9,16.9,i,0.8
O=C(CNC(=O)c1ccc(F)cc1)NCc1ccccn1,-1.6,4.7,-1.0,-0.4,1.1,1.3,2.7,-0.1,-3.0
CN(c1ccc(C(=O)Nc2ccc3c(c2)OCO3)cc1)S(C)(=O)=O,-1.9,0.6,-0.2,3.6,7.3,-1.8,3.4,-0.4,1.6
O=C(CN(CC1CCCO1)C(=O)CCC(=O)Nc1nccs1)NCc1ccc2c(c1)OCO2 (centres undefined),-0.9,-9.9,-3.6,0.6,3.4,-1.7,6.8,i,.
O=C(COC(=O)c1cc(S(=O)(=O)N2CCCC2)ccc1O)NCCc1ccccc1,1.0,-3.7,-2.6,-0.1,7.8,-3.1,-0.3,2.0,-0.9
COc1ccc(S(=O)(=O)N(CC(=O)NC2CC2)Cc2ccccc2)cc1,1.3,2.2,1.7,-0.3,0.2,.,-7.2,-0.5,-1.2
O=C(CCc1ccccc1)Nc1ccc(NS(=O)(=O)c2ccccc2)cc1,.,-2.3,-2.9,-1.3,-0.4,-0.1,5.5,-0.8,3.7
Cc1cc(=O)[nH]c(N2CCc3ccccc3C2)n1,-0.6,4.6,-1.4,-3.5,-0.6,-0.4,3.1,-0.5,.
CCN(C(=O)Cn1c(=O)n(-c2cc(OC)c(OC)c(OC)c2)c(=O)c2ccccc21)c1cccc(C)c1,0.7,11.7,1.7,.,-2.1,-2.2,2.0,i,-0.7
CCOC(=O)CC(=O)NC(CC(=O)OC)c1ccc(Br)cc1 (centres undefined),-1.1,10.0,0.1,-4.7,0.2,0.3,1.3,0.6,0.1
Nc1ncnc2nc(SCC(=O)N3CCN(c4ccccc4)CC3)[nH]c12,-0.6,-7.7,-2.5,2.7,-1.4,-2.6,0.0,i,.
Cn1cccc1C(=O)OCc1ccc(F)cc1,-1.6,9.2,2.7,-0.5,-1.2,0.7,-6.2,-5.6,0.9
N=C1C(c2ccccc2)=C(O)CN1c1cccc(S(=O)(=O)Nc2cccc(C(F)(F)F)c2)c1,0.2,0.1,2.0,-0.1,2.0,-0.6,-0.6,-0.5,.

# Screening data as filed in PubChem.
